ARFGAP1 inh: rat ARFGAP1 inhibition | 360,000 tested, 0.26% active | inhibition, % at 16.5 µM | Arfgap1-stimulated ARF1 GTP hydrolysis, GDP FP detection | Q62848;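 active means inhibition above a per-plate limit, mean inhibition of low control wells plus 3 SD, cut at about 25% in these data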;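 further: 0% = DMSO wells with enzyme and 100% = wells lacking Arfgap1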
Target sequence (Q62848 1-136 limits assumed): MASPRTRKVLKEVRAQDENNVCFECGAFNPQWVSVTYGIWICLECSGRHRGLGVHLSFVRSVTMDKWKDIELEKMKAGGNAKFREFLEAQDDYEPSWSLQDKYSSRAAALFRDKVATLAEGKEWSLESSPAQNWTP
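Material: truncated rat Arfgap1 GAP domain; Incubation: compound-enzyme preincubation 20 min, reaction 120 min, detection 60 min, 25 °C; Read-out: percent inhibition of Arfgap1-stimulated GTP hydrolysis; Technique: FP, GDP Alexa 633 tracer displaced from anti-GDP antibody, 620/688 nm; Controls: No-Arfgap1 wells (100%) versus DMSO full-reaction wells (0%); Replication: single well per compound.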
SMARCA2 act: SMARCA2 function activation, primary screen. activation, % at 9.1 µM. 370,000 tested, 1% active. AID 652017. MG213 cells, MMTV-luciferase reporter, dexamethasone, overnight; in the data active means activation above about 7.8%;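 further: 0% = vehicle wells and 100% = reference activator wells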
ASAP1 inh: ASAP1 ArfGAP inhibition; ASAP1-stimulated ARF1 GTP hydrolysis, GDP FP detection; inhibition, % at 16.5 µM; 360,000 tested, 0.19% active; in the data active means inhibition above about 25%;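 further: 0% = vehicle with enzyme and substrate and 100% = no enzyme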
rCAG RNA binder: binds r(CAG) RNA repeats | r(CAG) RNA repeat, TO-PRO-1 dye displacement fluorescence | inhibition, % at 3 µM | 370,000 tested, 1.3% active | AID 651821;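 active means inhibition above the plate cutoff, the mean of all test compounds on that plate plus 3 SD, cut at about 35% in these data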;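 further: 0% = DMSO alone and 100% = 100 µM mitoxantrone as full dye displacement; higher means more dye released from RNA so lower well fluorescence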
GC-A act: GC-A (human) enzyme activation; P16066; HEK293 GC-A cells, cGMP TR-FRET, EC30 ANP; 0% at EC30 ANP, 100% saturating ANP; activation, % at 10 µM; 370,000 tested, 0.14% active; AID 1671463; in the data active means activation above about 40%
ABHD4 inh: inhibits mouse alpha/beta hydrolase domain 4; Q8VD66; purified mABHD4, FP-Rh probe fluorescence polarization; inhibition, % at 8.92 µM; 370,000 tested, 0.54% active; AID 720543;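 active means inhibition exceeding the mean over every tested compound plus 3 SD, cut at about 30% in these data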;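 further: 0% = plate median of compound wells and 100% = S159A mutant with DMSO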
Target sequence (Q8VD66 whole entry, looked up, the tested form may be a part): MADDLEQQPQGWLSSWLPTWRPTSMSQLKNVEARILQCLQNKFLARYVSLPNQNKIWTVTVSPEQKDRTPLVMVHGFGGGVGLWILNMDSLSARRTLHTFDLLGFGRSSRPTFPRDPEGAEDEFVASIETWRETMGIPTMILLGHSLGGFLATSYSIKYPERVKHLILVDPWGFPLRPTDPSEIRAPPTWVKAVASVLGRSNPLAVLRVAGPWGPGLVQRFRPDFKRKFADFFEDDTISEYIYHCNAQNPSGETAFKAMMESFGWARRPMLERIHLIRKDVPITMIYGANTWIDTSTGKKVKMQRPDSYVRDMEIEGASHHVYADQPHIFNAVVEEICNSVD
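System: mouse ABHD4 enzyme, wild type / Medium: HEPES pH 7.0, NaCl, Pluronic buffer / Reagent: FP-Rh activity-based fluorescent probe / Control set: S159A mutant high control, sample median low control / Detection: fluorescence polarization with parallel and perpendicular emission, 525/598 nm / Schedule: 45 min + 60 min at 25 °C / Compound dosing: 8.92 µM, single dose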
PG9 Ab binder: PG9 antibody binding by small molecule; TR-FRET gp120-PG9 antibody binding; inhibition, % at 6.7 µM; 360,000 tested, 0.43% active; AID 624416; in the data active means inhibition above about 8.5%
HTRA1 inhibitor: blocks human HTRA1 serine peptidase; inhibition, % at 5.96 µM; Q92743; recombinant HTRA1, FP-rhodamine activity-based probe, fluorescence polarization; 340,000 tested, 0.5% active; in the data active means inhibition above about 36%;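 further: 0% = enzyme with DMSO and 100% = wells lacking enzyme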
NR1D1 modulator: modulators of human Rev-erb alpha DNA binding | Rev-erbα–FITC-DNA binding, fluorescence polarization, 90 min | P20393 | activity, % at 10 µM | 370,000 tested, 0.79% active;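 active means activity above about 14%, limit read from the data; passing the limit was not always enough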;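 further: 0% = DMSO wells with 35 nM protein and 100% = DMSO wells with 750 nM protein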
Target sequence (P20393 whole entry, looked up): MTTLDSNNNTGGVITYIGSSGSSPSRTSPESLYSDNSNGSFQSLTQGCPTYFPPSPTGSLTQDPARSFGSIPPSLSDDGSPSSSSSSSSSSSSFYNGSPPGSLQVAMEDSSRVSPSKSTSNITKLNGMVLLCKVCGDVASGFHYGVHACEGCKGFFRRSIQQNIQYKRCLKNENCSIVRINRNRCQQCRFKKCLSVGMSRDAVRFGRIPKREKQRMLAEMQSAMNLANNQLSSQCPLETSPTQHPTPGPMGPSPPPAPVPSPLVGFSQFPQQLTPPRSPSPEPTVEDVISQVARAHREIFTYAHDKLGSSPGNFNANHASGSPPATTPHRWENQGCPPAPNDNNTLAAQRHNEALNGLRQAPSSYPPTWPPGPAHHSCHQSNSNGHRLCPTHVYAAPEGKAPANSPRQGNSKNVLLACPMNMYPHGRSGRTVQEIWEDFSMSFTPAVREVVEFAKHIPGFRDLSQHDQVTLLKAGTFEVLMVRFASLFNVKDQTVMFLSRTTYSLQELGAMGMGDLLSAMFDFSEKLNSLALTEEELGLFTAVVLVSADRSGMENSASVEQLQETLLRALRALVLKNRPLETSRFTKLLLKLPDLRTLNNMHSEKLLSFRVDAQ
GC-B act: GC-B (human) receptor activation; AID 1920062; P20594; activation, % at 10 µM; 370,000 tested, 0.11% active; HEK293-GC-B cells, CNP EC30, cGMP TR-FRET; 0% at EC30 CNP, 100% saturating CNP;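 active means activation at 10 µM reaching about 35% in either raw or pattern-adjusted values, limit read from the data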
* hit, by the source's call; / = no result given. Not a hit list, and some 4.4% of all compounds hit somewhere here.

SMILES	ARFGAP1 inh	SMARCA2 act	ASAP1 inh	rCAG RNA binder	GC-A act	ABHD4 inh	PG9 Ab binder	HTRA1 inhibitor	NR1D1 modulator	GC-B act
CN(C(=O)CN1C(=O)S/C(=C\c2cccc(Cl)c2)C1=O)C1CCS(=O)(=O)C1 (configuration not stated)	2.0	-1.5	-3.6	0.1	-0.4	2.7	-0.4	0.7	-1.8	2.1
CN1OC[C@@H]2CN3C(=O)N(c4cccc5ccccc45)c4ccccc4[C@@H]3C[C@@H]21	-4.7	-2.6	-0.7	3.6	-4.3	-1.5	-3.5	/	-7.2	-2.4
COc1cccc(C(=O)N2CCN(Cc3nc(-c4ccoc4)oc3C)CC2)c1	0.6	-3.4	-0.9	4.3	-0.9	6.2	-1.9	8.7	-1.1	-0.2
COc1ccc(-c2csc3ncnc(Cl)c23)cc1	-1.6	-5.6	-5.5	-1.4	1.7	-2.1	1.2	1.0	-1.8	0.1
CC(C)c1ccc(N(C(=O)c2csnn2)C(C(=O)NC2CCCC2)c2ccncc2)cc1 (configuration not stated)	-10.6	0.3	-2.4	-1.7	-4.1	0.4	0.1	0.7	-2.4	-6.6
CCC(=O)Nc1nnc(-c2ccccn2)o1	-0.8	-1.1	0.2	0.7	2.3	1.3	-2.5	5.6	-1.8	1.2
O=C(NCCc1ccccc1F)C1CCC(=O)N(Cc2ccc(Cl)cc2)C1 (configuration not stated)	0.7	1.9	-15.7	-0.7	3.2	-6.1	-0.5	-0.1	11.6	-3.6
O=C(/C=C/c1ccccc1)NC(=S)NNC(=O)c1cccnc1	0.0	-0.2	2.1	3.1	0.5	21.1	0.4	7.5	-2.5	-3.9
Cc1nc(NCCc2ccc(Cl)cc2)c2nnn(Cc3ccccc3)c2n1	-2.9	-1.9	5.2	-0.8	5.9	-0.2	-0.7	2.4	40.0*	6.2
C=CCN1C(=O)[C@H](CC(=O)NCCc2ccccc2OC)[C@@]2(C(=O)OCC)CCCC=C12	/	-1.5	/	-0.8	0.7	3.7	/	/	-3.1	1.0
O=C(NNC(=O)c1cccc(C(F)(F)F)c1)c1ccc(-n2cnnn2)cc1	3.4	-1.5	-1.4	4.6	1.1	9.2	-0.8	-0.4	0.6	-2.7
Oc1c(Br)cc(Br)cc1CNc1ccccn1	-3.7	0.9	-8.0	-0.8	0.3	1.9	-0.6	-14.1	11.3	-1.5
O=C(C1=NN[C@@H]2C(=O)N(c3cccc(C(F)(F)F)c3)C(=O)[C@H]12)c1cnccn1	-3.4	-1.2	2.0	1.5	4.5	8.5	-2.9	12.5	-8.2	-0.5
O=C(CN(c1ccc(Cl)cc1)S(=O)(=O)c1ccccc1)N/N=C/c1ccco1	-10.5	-0.8	5.2	8.6	0.0	-7.1	-1.1	-13.9	6.1	-5.2
CCn1cc(S(=O)(=O)c2ccc(C)cc2)c(=O)c2cc(F)c(N3CCN(C)CC3)cc21	4.1	0.5	8.7	-5.2	3.4	13.4	-2.6	-2.2	-3.8	-3.5
COc1cc2ccc(CC(N)=O)cc2cc1OC	-0.9	0.7	9.6	5.6	4.4	-9.2	0.4	0.4	-0.6	-2.6
COc1ccc(F)cc1CN1CCN(c2ncnc3scc(-c4ccccc4)c23)CC1	8.8	-3.7	-9.2	-1.3	-4.3	8.7	-0.1	/	-0.2	-7.7
COc1ccc(NC2=CC(c3ccc(F)cc3)N(c3ccc(OC)cc3)C2=O)cc1 (configuration not stated)	4.8	-0.9	-2.8	12.5	-0.4	2.4	-0.8	-7.0	-1.8	-0.9
COc1ccc(CCNC(=O)c2ccccc2NC(=O)c2ccco2)cc1OC	-3.9	3.3	3.9	-0.5	-0.1	0.1	-0.6	-10.5	0.3	4.0
CC1CC(C)CN(C(=O)C2CCN(C(=O)Nc3ccccc3)CC2)C1 (configuration not stated)	5.3	-0.9	-8.1	-4.8	-1.2	-12.5	-2.3	-5.6	-0.6	1.1
Cc1c(NC(=O)CSc2ccc(Cl)cc2)c(=O)n(-c2ccccc2)n1C	1.2	-0.1	3.2	-4.9	-0.8	2.2	-2.2	6.7	2.7	2.8
Cc1cccc(OCCn2c(=O)oc3ccc(C)cc32)c1	2.1	-0.3	4.7	-6.9	-2.4	-5.2	0.3	-24.7	2.7	-3.6
S=c1[nH]ccn1-c1ccccc1Cl	-9.3	-2.8	7.6	-1.9	7.0	2.1	-0.4	1.5	-0.3	3.5
O=C(Nc1ccc(Cl)cc1)c1cc(Br)ccc1OCC(=O)N1CCOCC1	-5.1	-2.2	3.2	1.3	-11.2	-6.9	-1.1	-11.7	2.0	-12.2
CCC(=O)Nn1cnc2c(c1=O)C1(CCCCC1)Cc1ccccc1-2	9.5	-1.0	3.7	-2.8	-0.5	-2.8	0.0	2.4	-2.3	10.8
CCn1c2ccccc2c2nnc(SCC(=O)Nc3ncccn3)nc21	3.8	-2.3	0.0	4.0	5.8	4.4	-2.9	3.0	0.0	-3.8
Oc1ccc(-c2csc(Nc3ccccn3)n2)cc1	4.5	2.7	-10.8	3.8	7.3	-0.1	-0.2	2.0	-0.8	0.2
CCOc1ccccc1CNC(=O)c1nn(C)c2c1CS(=O)(=O)c1ccccc1-2	10.5	2.5	8.3	-0.5	-3.4	-11.0	-4.8	-10.3	1.3	-1.6
O=C(O)/C=C/C(=O)Nc1ccc(Oc2ccccc2)cc1	-5.2	-4.0	-20.4	-0.9	3.1	1.4	-2.1	7.8	1.3	3.6
C[C@@H]1CN([C@@H](C)CO)C(=O)CCCn2nncc2CO[C@H]1CN(C)S(=O)(=O)c1ccc(Cl)cc1	-6.0	-1.5	3.2	1.2	1.0	1.6	-0.5	2.2	-3.8	1.8
O=C(CN1CCCCC1)NN(Cc1ccccc1)c1ccccc1	13.0	1.7	-2.9	-5.3	-4.3	4.3	-3.8	5.9	-2.0	2.1
CC(C)N(CCCNC(=O)c1ccc(N2CCCC2=O)cc1)Cc1ccccc1	-0.1	0.9	4.1	-5.8	-4.8	-1.7	-0.1	4.5	-2.0	-0.2
COc1ccc(CCNC(=O)Cn2c(-c3nonc3N)nc3ccccc32)cc1OC	5.2	-1.4	3.7	1.4	-9.2	3.9	-1.8	-5.5	3.7	-2.7
CCN(CC(=O)Nc1cccc(S(N)(=O)=O)c1)Cc1nc2ccccc2c(=O)[nH]1	7.7	-0.6	12.0	2.4	-0.6	5.9	0.2	-4.8	3.6	1.3
O=C(Cc1c(F)cccc1Cl)Nc1cc(S(=O)(=O)N2CCCCC2)ccc1N1CCOCC1	5.1	-5.1	14.3	-2.2	0.8	3.4	0.2	-4.1	4.0	0.2
CCC(=O)N1CCc2cc(S(=O)(=O)N3CCCC3)ccc21	-5.2	-1.7	-3.3	-0.7	-1.0	3.4	-0.8	3.2	-4.9	1.9
CCN1C(=O)c2ccc(C(=O)Nc3ccc4c(c3)OCO4)cc2C1=O	-6.4	-2.2	3.8	5.9	-2.2	-14.1	-2.1	-7.0	1.0	-0.3
CC1=CCCC(C)(C)C1/C=C/C(C)=N/NC(=O)c1ccncc1 (configuration not stated)	-1.2	-2.6	6.4	0.5	-1.3	4.1	-0.5	5.4	-3.0	1.4
N#CC1(NC(=O)COC(=O)CCN=C2NS(=O)(=O)c3ccccc32)CCCCC1	-3.9	-3.6	10.2	4.0	3.7	-5.7	-0.7	7.2	-0.1	1.9
O=C(c1cc(COc2ccc(F)cc2Cl)on1)N1C[C@H]2CC[C@H]1C2	-12.4	3.7	-3.4	-6.0	11.5	6.5	-1.8	-7.0	-0.7	-0.8

Sorted by formula weight (falling): some entries from above
SMILES	ARFGAP1 inh	SMARCA2 act	ASAP1 inh	rCAG RNA binder	GC-A act	ABHD4 inh	PG9 Ab binder	HTRA1 inhibitor	NR1D1 modulator	GC-B act
COc1ccc(CCNC(=O)Cn2c(-c3nonc3N)nc3ccccc32)cc1OC	5.2	-1.4	3.7	1.4	-9.2	3.9	-1.8	-5.5	3.7	-2.7
CCN(CC(=O)Nc1cccc(S(N)(=O)=O)c1)Cc1nc2ccccc2c(=O)[nH]1	7.7	-0.6	12.0	2.4	-0.6	5.9	0.2	-4.8	3.6	1.3
CC(C)N(CCCNC(=O)c1ccc(N2CCCC2=O)cc1)Cc1ccccc1	-0.1	0.9	4.1	-5.8	-4.8	-1.7	-0.1	4.5	-2.0	-0.2
O=C(c1cc(COc2ccc(F)cc2Cl)on1)N1C[C@H]2CC[C@H]1C2	-12.4	3.7	-3.4	-6.0	11.5	6.5	-1.8	-7.0	-0.7	-0.8
O=C(O)/C=C/C(=O)Nc1ccc(Oc2ccccc2)cc1	-5.2	-4.0	-20.4	-0.9	3.1	1.4	-2.1	7.8	1.3	3.6

An excerpt taken from the entries so far, for reference:
SMILES	ARFGAP1 inh	SMARCA2 act	ASAP1 inh	rCAG RNA binder	GC-A act	ABHD4 inh	PG9 Ab binder	HTRA1 inhibitor	NR1D1 modulator	GC-B act
Cc1cccc(OCCn2c(=O)oc3ccc(C)cc32)c1	2.1	-0.3	4.7	-6.9	-2.4	-5.2	0.3	-24.7	2.7	-3.6
S=c1[nH]ccn1-c1ccccc1Cl	-9.3	-2.8	7.6	-1.9	7.0	2.1	-0.4	1.5	-0.3	3.5

(listing goes on)
SMILES	ARFGAP1 inh	SMARCA2 act	ASAP1 inh	rCAG RNA binder	GC-A act	ABHD4 inh	PG9 Ab binder	HTRA1 inhibitor	NR1D1 modulator	GC-B act
CC(C)C[C@@H]1NC(=O)[C@H]2C[C@]3(c4ccccc4)c4ccccc4N[C@H]3N2C1=O	/	-3.4	/	8.4	-0.6	-4.5	/	/	-0.8	-8.6
COCCCn1c(=O)c2ccccc2n(Cc2cc(C(=O)OC)ccc2OC)c1=O	4.6	-1.2	2.2	-7.3	-6.8	-3.9	-2.5	1.3	-5.4	-4.2
CCC(=O)OCc1c(C(F)(F)F)nn(C)c1Sc1ccc(Cl)cc1	-7.0	-3.5	-2.8	1.2	-3.6	-10.9	-0.9	-11.8	5.2	-9.2
CC(C)C(NC(=O)OCc1ccccc1)C(=O)O (configuration not stated)	11.2	1.4	-7.2	5.2	-2.1	-4.7	-0.8	9.3	6.9	-0.8
CN1CCN(CCCNC(=O)CCCOc2cc(=O)n(C)c3ccccc23)CC1	-11.9	-1.0	5.5	-3.8	1.5	-10.5	-0.3	14.5	-0.6	6.8
Cc1c(C)c2ccc(OCC(=O)Nc3cccnc3)c(C)c2oc1=O	5.2	0.5	5.5	-4.0	-3.0	-3.4	-0.8	7.4	1.9	-0.4
Cc1ccc(OC(=O)c2ccncc2)c(C)c1	4.0	2.1	3.0	-3.4	-0.4	2.5	-2.6	-8.4	3.9	0.0
COc1ccc(-c2[nH]ncc2/C=N/NC(=O)c2ccc(Br)cc2)c(OC)c1	10.9	0.6	7.8	0.8	7.9	-17.6	0.0	-15.8	-5.0	4.9
CCCCN(CC)S(=O)(=O)N1CCC(C(=O)NCCCN2CCOCC2)CC1	-16.7	-3.1	7.6	-6.4	-1.7	1.1	0.7	6.0	-2.5	3.0
COC(=O)C(C(=O)OC)C1C=CCN(C(C)=O)C1 (configuration not stated)	-5.3	-4.5	-4.8	4.3	0.2	-5.3	-2.0	5.3	0.4	-0.8

Screening results (PubChem BioAssay)
